Screens as filed in PubChem.
Mtb FBA inh: inhibits M. tuberculosis FBA enzyme; hit rate 2.3% among 360,000; AID 588726; purified M. tuberculosis FBA, fluorescence read-out; inhibition, % at 1 µM; P9WQA3; in the data active = inhibition above about 27%;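 also: 0% = vehicle and 100% = reference inhibitor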
Target sequence (P9WQA3 whole entry, looked up): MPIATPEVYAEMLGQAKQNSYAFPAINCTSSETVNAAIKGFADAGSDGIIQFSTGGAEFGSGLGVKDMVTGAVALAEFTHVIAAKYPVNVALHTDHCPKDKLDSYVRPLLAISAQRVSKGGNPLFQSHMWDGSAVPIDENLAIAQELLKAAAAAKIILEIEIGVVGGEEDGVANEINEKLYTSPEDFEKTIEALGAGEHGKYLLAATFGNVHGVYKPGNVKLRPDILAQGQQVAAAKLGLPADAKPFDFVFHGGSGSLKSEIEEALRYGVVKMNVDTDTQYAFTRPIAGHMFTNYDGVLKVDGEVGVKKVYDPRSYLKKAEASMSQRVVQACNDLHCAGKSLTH
PrPC TRFRET: cell surface PrPC inhibition, primary TR-FRET screen; P04156; TR-FRET read-out; inhibition, % at 13.8 µM; hit rate 0.43% among 370,000; AID 720596; in the data active = inhibition above about 24%; also: 0% = median of the test wells and 100% = reference compound wells
GDH-TPI inh: inhibits GDH-TPI coupling enzymes, artifact for Mtb FBA screen. GDH-TPI coupled enzyme counterscreen, NADH absorbance. inhibition, % at 4.8 µM. hit rate 1.2% among 360,000;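 also: 0% = DMSO wells and 100% = wells lacking the enzyme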
BioA inh: BioA (M. tuberculosis) enzyme inhibition; purified M. tuberculosis BioA enzyme, plate reader; inhibition, % at 9.99 µM; hit rate 0.096% among 360,000; AID 602481; in the data active = inhibition above about 40%; inconclusive = no clear call, values can overlap the other calls
BoNT A protease: BoNT A light chain protease inhibition; multiplex microsphere protease substrate cleavage, flow cytometry; inhibition, % at 10 µM; hit rate 0.17% among 360,000; AID 588499; in the data active = inhibition above about 30%; inconclusive = no clear call, values can overlap the other calls; also: plate controls were buffer without enzyme for full effect and enzyme alone for no effect
CCHFV vOTU inh: blocks the CCHF virus ovarian tumor domain protease; inhibition, % at 11.5 µM; AID 651958; hit rate 0.55% among 370,000; CCHFV vOTU protease, Pep-AMC fluorescence; also: 0% = vehicle wells with enzyme and 100% = no enzyme wells
BoNT-F LC inh: blocks Botulinum neurotoxin F light chain protease; Multiplex microsphere protease cleavage assay, flow cytometry; inhibition, % at 10 µM; hit rate 0.22% among 360,000; AID 588497; in the data active = inhibition above about 35%, passing the limit was not always enough; inconclusive = no clear call, values can overlap the other calls; also: plate controls were buffer without enzyme for full effect and enzyme alone for no effect
Mtb UGM inh: Mtb UDP-galactopyranose mutase inhibition. hit rate 0.06% among 320,000. P9WIQ1. inhibition, % at 10 µM. purified UGM, fluorescence polarization probe displacement. AID 504406; in the data active = inhibition above about 10%, passing the limit was not always enough; inconclusive = no clear call, values can overlap the other calls
Target sequence (P9WIQ1 whole entry, looked up): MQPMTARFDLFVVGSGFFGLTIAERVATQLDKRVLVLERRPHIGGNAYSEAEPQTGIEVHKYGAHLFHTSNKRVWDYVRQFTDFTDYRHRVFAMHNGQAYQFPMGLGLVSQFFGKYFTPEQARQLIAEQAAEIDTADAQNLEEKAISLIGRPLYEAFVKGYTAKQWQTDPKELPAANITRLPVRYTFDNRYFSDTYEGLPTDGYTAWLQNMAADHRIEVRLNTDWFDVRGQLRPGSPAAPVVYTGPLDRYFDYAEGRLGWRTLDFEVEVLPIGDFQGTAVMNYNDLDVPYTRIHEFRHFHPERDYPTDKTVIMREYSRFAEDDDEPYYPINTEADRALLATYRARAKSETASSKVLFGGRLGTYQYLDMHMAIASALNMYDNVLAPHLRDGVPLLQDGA
FadD28 FP inh: M. tuberculosis FadD28 bisubstrate binding inhibition; FadD28 bisubstrate probe binding, fluorescence polarization; inhibition, % at 12.5 µM; hit rate 0.22% among 360,000; AID 588549; in the data active = inhibition above about 8.5%, passing the limit was not always enough; inconclusive = no clear call, values can overlap the other calls
Numbers without * were called inactive; ? = inconclusive; / = not tested or not shown; & = joins results of further samples. Rule as the data show it, unless noted: active = inhibition above about 30%; inactive = the rest.

SMILES	Mtb FBA inh	PrPC TRFRET	GDH-TPI inh	BioA inh	BoNT A protease	CCHFV vOTU inh	BoNT-F LC inh	Mtb UGM inh	FadD28 FP inh
C/C=C/c1ccc(OCCN2C(=O)NC(C)(C)C2=O)c(OC)c1	0.1	-0.8	8.8	-1.3	0.5	1.5	11.4	-0.3	-1.6
Brc1ccc(/C=C/C=N/Nc2nc3ccccc3s2)cc1	3.2	5.4	20.1	-1.5	-0.4	-3.3	-5.4	0.6	-0.2
CCOC(=O)C1(CC)Oc2ccccc2C(c2ccc(OC)cc2)=C1C(=O)OC (stereo not drawn)	-1.5	9.7	5.5	-0.3	-0.4	1.6	0.8	/	-0.2
COc1ccc(S(=O)(=O)N2CCC3(CC2)OCCN3S(=O)(=O)c2ccc(C)cc2)cc1OC	-1.7	3.5	0.0	-0.8	1.4	6.6	-0.6	4.3	-1.6
CSCCC(NC(=O)C12CC3CC(CC(C3)C1)C2)C(=O)OCC(=O)c1ccc(C)cc1 (stereo not drawn)	-1.7	5.2	-0.3	/	0.0	14.6	4.0	2.2	-0.9
O=C(NCc1ccc2c(c1)OCO2)c1cc2ccccc2oc1=O	-4.0	6.4	3.1	-2.2	-0.3	8.7	4.7	-1.8	0.8
COc1ccc2nc(NC(=O)C3CCCN(S(=O)(=O)c4cccc5nonc45)C3)sc2c1 (stereo not drawn)	1.6	-8.0	7.5	-2.1	1.8	8.1	-15.1	-0.2	-2.4
COc1ccc(C)cc1S(=O)(=O)N(C)CC(=O)N1CCCCCC1	3.0	-1.1	6.7	1.2	?	23.2	-3.5	0.8	-0.2
Cc1occc1C(=O)N1CCN(S(C)(=O)=O)CC1	1.6	2.8	1.8	-2.6	0.6	-0.3	0.3	1.6	1.5
CN1CCN(NC(=S)Nc2ccccc2)CC1	12.4	-13.8	8.2	/	1.0	13.8	1.9	-0.5	-1.7
Cc1ccc(S(=O)(=O)N2CCC(C(=O)NNC(=O)c3ccccc3)CC2)cc1	0.6	7.7	-6.9	/	0.7	-8.1	-6.0	2.4	-0.5
CN(C)/C(=N\OC(=O)c1ccccc1)c1nonc1N	-3.5	-2.4	1.4	/	-1.1	-8.4	-4.6	/	0.2
Cc1cccc(C(=O)Nc2scc(-c3ccc(Br)cc3)c2C(=O)O)c1	-2.2	5.6	-2.3	-0.7	-0.6	-6.7	?	-2.9	-5.6
CCCCCCCC(=O)N/N=C(/C)c1c(O)cc(C)oc1=O	2.8	1.3	6.2	-0.5	-1.5	6.7	-13.0	-3.3	0.8
CCOC(=O)C1=C(C)N(C)C(C)=C(C(=O)OCC)C1c1ccc(Cl)cc1	-0.6	5.0	16.3	/	-0.9	3.8	-6.2	0.3	0.1
COC(=O)CSc1nc2ncc(Cl)cc2[nH]1	0.1	-4.4	1.5	-0.7	0.1	1.1	-9.6	2.1	-3.8
Cc1nc(N)sc1C(=O)N/N=C/c1ccc([N+](=O)[O-])cc1	1.8	-3.9	22.9	-1.7	0.1	-2.9	-7.0	0.9	-1.5
O=C(Nc1ccc(F)cc1)c1oc2ccccc2c1NC(=O)C1CCCC1	-1.4	/	13.0	/	-0.7	/	-5.7	1.8	-3.2
CCn1c(=N)n(CC(=O)c2cccc(OC)c2)c2ccccc21	4.0	6.5	-2.9	0.7	-0.8	7.9	-7.6	1.4	0.5
O=[N+]([O-])c1ccc(O)c(CSc2nnnn2-c2ccccc2)c1	-5.0	-4.8	6.4	2.1	1.5	-4.5	7.2	0.4	3.1
Nc1nc(SCC(=O)NCCCO)nc2sc3c(c12)CCC3	0.8	6.0	7.8	11.1	-0.6	11.2	-10.5	-3.6	0.6
COc1ccc(C(=O)Nc2cc(C)nn2-c2nc3ccccc3[nH]2)c(OC)c1	-1.8	-0.3	-4.5	/	-0.6	-1.1	-4.7	-1.6	-0.4
N#Cc1ccsc1NC(=O)C1CCCN1S(=O)(=O)c1cccs1 (stereo not drawn)	-2.1	7.2	1.1	4.0	2.6	-3.5	-13.8	-3.3	-4.4
CCOc1ccc(C(=O)Nc2nncs2)cc1OCC	3.5	7.8	9.2	-0.4	?	-9.2	-15.7	0.8	-0.3
Cc1ccc(NC(=O)CSc2ccccc2NC(=O)c2ccccc2Cl)cc1Cl	1.0	-4.3	14.0	-0.4	-0.2	5.9	-1.9	-2.8	-0.7
CCC1(c2ccccc2)NC(=O)N(Cc2cccc([N+](=O)[O-])c2)C1=O (stereo not drawn)	-3.4	-15.4	-0.6	/	-1.2	-11.1	-0.2	-2.6	-1.3
CCOc1ccccc1C(=O)Nc1ccc(C(=O)c2ccccc2)cc1	-0.6	5.4	12.4	7.0	0.6	3.0	?	2.5	-0.7
O=C(CN1CCOCC1)Nc1cc([N+](=O)[O-])ccc1Cl	-0.5	-8.1	4.0	/	0.5	-2.8	2.3	-0.6	-2.3
O=C(NCc1ccccc1)c1c[nH]c2cc3c(cc2c1=O)OCCO3	0.0	3.3	14.3	-0.2	-0.7	-10.2	0.4	1.8	-1.9
N#CCCN(/N=C/c1cccnc1)C1=NS(=O)(=O)c2ccccc21	-0.4	4.6	17.9	/	-1.5	-2.4	-3.2	-2.6	-2.1

Compounds shown so far containing a furan ring, fused or not:
SMILES	Mtb FBA inh	PrPC TRFRET	GDH-TPI inh	BioA inh	BoNT A protease	CCHFV vOTU inh	BoNT-F LC inh	Mtb UGM inh	FadD28 FP inh
Cc1occc1C(=O)N1CCN(S(C)(=O)=O)CC1	1.6	2.8	1.8	-2.6	0.6	-0.3	0.3	1.6	1.5
O=C(Nc1ccc(F)cc1)c1oc2ccccc2c1NC(=O)C1CCCC1	-1.4	/	13.0	/	-0.7	/	-5.7	1.8	-3.2

Complete entries as entered above.
`COc1ccc(C(=O)Nc2cc(C)nn2-c2nc3ccccc3[nH]2)c(OC)c1` as listed: Mtb FBA inh: -1.8; PrPC TRFRET: -0.3; GDH-TPI inh: -4.5; BioA inh: /; BoNT A protease: -0.6; CCHFV vOTU inh: -1.1; BoNT-F LC inh: -4.7; Mtb UGM inh: -1.6; FadD28 FP inh: -0.4
`O=C(CN1CCOCC1)Nc1cc([N+](=O)[O-])ccc1Cl` as listed: Mtb FBA inh: -0.5; PrPC TRFRET: -8.1; GDH-TPI inh: 4.0; BioA inh: /; BoNT A protease: 0.5; CCHFV vOTU inh: -2.8; BoNT-F LC inh: 2.3; Mtb UGM inh: -0.6; FadD28 FP inh: -2.3

Additional structures:
SMILES	Mtb FBA inh	PrPC TRFRET	GDH-TPI inh	BioA inh	BoNT A protease	CCHFV vOTU inh	BoNT-F LC inh	Mtb UGM inh	FadD28 FP inh
CC(NC(=O)CSc1nnc(-c2cc3cc(Cl)ccc3o2)n1C)c1ccccc1 (stereo not drawn)	0.5	4.2	-1.6	0.8	-0.6	-13.2	-19.4	-2.6	-1.1
COc1cc(OC)cc(C(=O)NC(=S)N2CCN(c3ccc(C(F)(F)F)cc3[N+](=O)[O-])CC2)c1	-1.4	7.6	4.3	-0.9	-0.2	-3.2	-11.0	-0.1	-1.9
O=C(Nc1ccc2oc(-c3ccccc3F)nc2c1)c1ccccc1F	2.5	7.0	2.3	-0.1	-3.0	-1.1	?	2.6	-0.3
Cc1ccc(C(=O)Nc2ccc(C(=O)N3CCCCC3)cc2)cc1	-3.0	3.1	-1.5	/	0.6	9.5	1.7	-1.0	-3.9
CCC(=O)Nc1ccc(C(=O)Cn2ncc(Cl)c(Cl)c2=O)cc1	3.1	-17.4	1.3	-0.2	0.3	-1.3	3.8	5.7	-5.0
COc1ccccc1N1CCN(C(c2ccccc2Cl)c2nnnn2C(C)(C)C)CC1 (stereo not drawn)	-2.0	/	-1.5	-0.3	-0.7	/	8.8	-1.3	-1.5
CC(C)C(=O)Nc1cccc(COc2ccccc2CN(Cc2ccccc2)C(=O)OC(C)(C)C)c1	3.6	3.5	8.3	-4.4	0.3	27.7	-4.1	/	0.0
Cc1ccccc1S(=O)(=O)N(C)C[C@@H]1OCc2cn(nn2)CCCC(=O)N([C@H](C)CO)C[C@H]1C	-4.4	-4.1	-10.9	-1.9&1.5&-2.0	-0.7	-2.2	-1.1	/	-2.8
COc1ccc(NC(=O)CSc2nncs2)cc1S(=O)(=O)N1CCCCC1	0.0	-2.2	2.9	39.6	1.0	0.7	4.1	0.5	-4.0
Cc1cc(NC(=O)CCC(=O)N(CCC(C)C)CC(=O)NCC2CCCO2)no1 (stereo not drawn)	1.2	4.4	9.9	-1.5	0.5	-4.3	-12.4	-1.0	-1.3
NNC(=O)CNc1cccc(Cl)c1	-0.2	-11.7	-7.5	/	-0.2	10.0	-4.8	0.1	-0.9
O=C(CSc1nnc(-c2ccc(Cl)cc2)n1-c1ccc(Cl)cc1)N/N=C/c1ccco1	-1.1	2.3	2.6	-2.4	-1.2	17.3	-4.9	4.5	-0.8
Cn1nc(C(C)(C)C)cc1NC(=O)Nc1ccc(F)cc1F	-2.3	0.9	1.5	-1.0	1.7	-5.3	?	-0.3	-0.2
CCCc1cc(C(N)=O)c(NC(=O)c2ccco2)s1	-2.5	-7.1	26.9	/	-2.0	11.7	-4.1	1.3	-2.5
CCOC(=O)Cc1csc(NC(=O)NC2(C(F)(F)F)Oc3ccccc3O2)n1	0.5	-1.0	-4.1	-0.2	-1.2	-5.3	-4.1	-2.5	0.2
C=CCN1C(=O)C(Cc2ccc(OCC)cc2)S/C1=N\N=C\c1cccs1 (stereo not drawn)	-1.2	-1.9	6.1	/	-0.1	12.4	-12.5	-3.8	-3.3
COC(=O)[C@H](C)NC(=O)Nc1ccc(Oc2ccccc2)cc1	-2.0	7.0	7.2	-0.8	0.0	-8.2	-3.9	3.0	-2.0
COc1cccc2c1OC1(C)CC2NC(=O)N1c1cccc(C(=O)N2CCN(c3ccccn3)CC2)c1 (stereo not drawn)	3.3	3.2	-4.3	-0.7	1.7	1.6	?	2.0	-5.0
COc1ccc(C2COC(=O)C2=N)c(NC(=O)c2ccccc2)c1 (stereo not drawn)	-1.5	-6.7	1.1	/	0.0	-17.7	-3.4	0.8	-3.0
COc1ccc(OC)c(Nc2nc(NCc3ccco3)c3ccccc3n2)c1	2.4	6.5	3.4	-1.0	1.0	3.9	2.2	0.0	-0.5
COc1ccc(CN2CCN(CC3CC3)CC2CCO)c(C)c1C (stereo not drawn)	2.9	1.9	-2.6	-0.3	-1.3	0.3	-45.9	-2.6	1.3
COc1cccc(N2CCN(c3c(C#N)c(C(F)(F)F)nn3C)CC2)c1	1.2	9.9	-9.5	2.0	1.1	2.4	2.1	-2.7	3.7
COc1ccc(NC(=O)C/C(C)=N/NC(=O)c2cccs2)c([N+](=O)[O-])c1	-6.5	-5.2	6.9	-2.0	-0.9	-8.9	11.6	3.2	-2.2
O=C1NC[C@H](Cc2ccccc2)N(C[C@@H]2CCCN2C[C@H](Cc2ccc(O)cc2)N2C[C@H](Cc3ccc(O)cc3)N(CCc3ccccc3)C(=O)C2=O)C1=O	/	-1.9	/	/	0.1	-7.3	4.7	/	/
O=Cc1nccc2ccccc12	-2.2	1.7	5.0	-0.2	-0.2	2.2	-6.0	/	-3.2
Cc1ccc(Cn2nnc3c(=O)[nH]c(C4CCN(C(=O)Cc5cccs5)CC4)nc32)cc1	-2.7	4.0	-7.7	8.3	-0.3	6.0	2.1	2.3	-1.7
CCCn1c(=S)[nH]c2cc(C(=O)N3CCN(c4ccccc4OC)CC3)ccc2c1=O	0.9	1.8	-7.4	-0.5	0.6	-4.6	3.7	1.5	-4.2
CCOc1ccc2[nH]cc(C(=O)NCc3ccc(F)cc3)c(=O)c2c1	5.3	26.8*	12.0	-0.7	/	10.9	/	1.6	-2.4
Cc1ccccc1NS(=O)(=O)c1cccc2nsnc12	0.5	-11.8	1.4	-1.7	-3.4	11.8	-29.0	-0.1	-2.7
COc1ccc2oc(C(=O)NC3CCCCC3)c(C)c2c1	27.9*	10.6	7.4	-1.4	3.3	6.7	8.0	-2.5	-0.8
Cc1noc(C)c1S(=O)(=O)N1CCC(C(=O)N2CCN(C(=O)c3ccco3)CC2)CC1	-4.3	-1.1	3.5	-1.7	1.0	6.0	-1.6	-0.1	-0.9
O=S(=O)(c1ccccc1)n1nc(-c2ccccc2)nc1NCc1ccco1	0.9	1.5	-4.5	0.0	-1.9	11.2	-20.1	0.8	0.1
CCC1(c2ccccc2)NC(=O)N(CC(=O)c2ccc3c(c2)OCO3)C1=O (stereo not drawn)	2.4	-3.5	-7.7	0.3	-0.5	-7.7	2.0	-1.3	-1.6
